# Screening data: PubChem BioAssay, National Center for Advancing Translational Sciences (NCATS)
# D2 PAM – HTS Assay for Positive Allosteric Modulators of the Human D2 Dopamine Receptor: Primary Screen for Potentiators; HEK293 T-REx D2, calcium flux, EC20 dopamine potentiation; potentiation, % at 10 µM; 340,000 compounds, 0.34% hits; AID 485347, 2010;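 active = potentiation over 3 SD above the plate norm, cut at about 30% in these data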; also: 0% is about no effect
#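 Cells plated with tetracycline inducer and held overnight at 30 C; calcium dye loaded 30–90 min at room temperature; baseline taken, compound added and read 180 s; EC20 dopamine then added and read 180 s.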
# D1 ag – Allosteric Agonists of the Human D1 Dopamine Receptor: qHTS; D(1A) dopamine receptor (Homo sapiens), P21728; HEK293 T-REx D1 cells, calcium flux, agonist mode; activation, % at 2 µM; 360,000 compounds, 1% hits; AID 504660, 2011; in the data active = activation above about 30%; also: 0% is about no effect
#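 Tetracycline-induced HEK293 TREx D1 cells, force-coupled to calcium signalling, were dye-loaded with a no-wash calcium kit. Compound was pin-added after a 10 s baseline. Fluorescence was read kinetically at 1 cycle/s for 180 s, with calcium rises flagged as agonism.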
# D1 PAM – Potentiators of Human D1 Dopamine Receptor: qHTS | D(1A) dopamine receptor (Homo sapiens), P21728 | AID 504651, 2011 | HEK293 TREx D1 cells, calcium flux, dopamine EC20 potentiation | potentiation, % at 10 µM | 360,000 compounds, 0.036% hits; in the data active = potentiation above about 30%; also: 0% is about no effect
# D1 antag – Antagonist of Human D 1 Dopamine Receptor: qHTS. HEK293 TREx D1 cells, calcium flux, dopamine EC80; active compounds read low. activity change, negative = inhibition, % at 10 µM. 360,000 compounds, 3.2% hits. AID 504652, 2011; in the data active = activity change below about -30%; also: % is scaled to controls: 0 for no effect and ±100 for the full control effect
#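 HEK293 T-REx cells expressing inducible, force-coupled D1 receptor; no-wash Ca dye, 30–90 min RT. Cmpd → 180 s read at 1 Hz → EC80 DA → 180 s read.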
# D2 ag – HTS Assay for Allosteric Agonists of the Human D2 Dopamine Receptor: Primary Screen for Agonists | activation, % at 2 µM | AID 485358, 2010 | D(2) dopamine receptor (Homo sapiens), P14416 | HEK293 T-REx D2 cells, calcium flux agonist mode | 340,000 compounds, 0.53% hits;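 active = activation over 3 SD above normal in the single-dose calcium agonist read, cut at about 30% in these data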; also: 0% is about no effect
#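 HEK293 Trex D2 cells, tetracycline-induced, o/n 30 C 5% CO2; no-wash Ca dye, RT 30–90 min; 10-cycle baseline, 23 nl cpd added, kinetic Ca read 180 s; agonist hits = positive Ca response.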
# TRHR enhancer – qHTS for Small Molecule Agonists and Allosteric Enhancers of Human TRH Receptor: Primary Screen for Enhancers | Thyrotropin-releasing hormone receptor (Homo sapiens), P34981 | TRHR cells, fluo-8 calcium fluorescence, EC20 TRH enhancement | enhancement, % at 2 µM | 360,000 compounds, 0.66% hits | AID 493056, 2011; in the data active = enhancement above about 30%; also: 0% is about no effect
#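 Enhancer read-out: after compound pinning and an initial kinetic agonist-mode read, an EC20 of TRH (10 nM final) was injected and fluo-8 calcium signal (Ex 480/Em 530) followed at 1 s/cycle for 100 cycles in TRHR-expressing cells.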
# RXFP1 ag – qHTS Assay for Agonists of the Relaxin Receptor RXFP1; HEK293T-RXFP1 cAMP TR-FRET, 30 min; response scale: percent of porcine relaxin response, buffer zero; Potency, µM (highest dose often 57.5 µM), without a hit: at the top dose activation, usual class: activators; 370,000 compounds, 0.3% hits; active = well fitted activation curve with a large enough effect; inconclusive = small, poorly fitted or top-dose-only effect; also: potency is read from the fitted curve at half-maximal effect; % is scaled to controls: 0 for no effect and ±100 for the full control effect; nearly all actives have a fitted effect of over 60% in size; many of its hits are not listed in these tables
# Target sequence (Q9HBX9 whole entry, looked up): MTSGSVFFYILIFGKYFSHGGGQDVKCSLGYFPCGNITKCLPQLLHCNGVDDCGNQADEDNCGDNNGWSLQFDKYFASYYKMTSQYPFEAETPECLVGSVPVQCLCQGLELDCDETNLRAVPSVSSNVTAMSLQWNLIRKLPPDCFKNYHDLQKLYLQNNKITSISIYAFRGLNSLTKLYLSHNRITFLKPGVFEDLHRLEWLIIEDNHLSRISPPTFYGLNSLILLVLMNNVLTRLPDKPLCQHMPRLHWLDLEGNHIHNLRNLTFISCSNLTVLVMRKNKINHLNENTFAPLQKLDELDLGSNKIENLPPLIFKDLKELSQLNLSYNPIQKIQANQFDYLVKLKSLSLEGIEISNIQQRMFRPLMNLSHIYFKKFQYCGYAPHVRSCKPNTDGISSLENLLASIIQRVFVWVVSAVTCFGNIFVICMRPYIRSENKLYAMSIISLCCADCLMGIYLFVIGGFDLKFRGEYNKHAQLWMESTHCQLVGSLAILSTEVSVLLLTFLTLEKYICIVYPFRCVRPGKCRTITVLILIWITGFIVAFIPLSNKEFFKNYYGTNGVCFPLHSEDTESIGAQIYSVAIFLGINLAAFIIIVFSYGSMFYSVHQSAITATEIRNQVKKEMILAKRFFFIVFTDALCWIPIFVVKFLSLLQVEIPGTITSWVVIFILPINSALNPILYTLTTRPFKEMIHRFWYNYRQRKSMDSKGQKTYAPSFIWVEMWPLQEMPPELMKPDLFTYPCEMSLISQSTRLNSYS
#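 Agonist response is measured as cAMP accumulation in an RXFP1-transfected HEK293T line under PDE4 inhibition. Values are scaled between buffer-only and 29 nM porcine relaxin, and EC50s come from standard Hill equation fits.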
# RXFP1 antagonist – qHTS Assay for Antagonists of the Relaxin Receptor RXFP1. Relaxin receptor 1 (Homo sapiens), Q9HBX9. HEK293-RXFP1, relaxin-stimulated cAMP HTRF, 30 min; active compounds read low. activity change, negative = inhibition, % at 57.5 µM. 350,000 compounds, 0.59% hits;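 active = activity change of -60% or lower, but not beyond a set lower limit; inconclusive = change between -60% and -40%, or beyond the set limit; inactive = change above -40%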; also: % is scaled to controls: 0 for no effect and ±100 for the full control effect
# D2 antag – HTS Assay for Allosteric Antagonists of the Human D2 Dopamine Receptor: Primary Screen for Antagonists. D(2) dopamine receptor (Homo sapiens), P14416. 340,000 compounds, 2% hits. inhibition, % at 10 µM. HEK293 TREx D2 cells, calcium flux, dopamine EC80; in the data active = inhibition above about 30%; also: 0% is about no effect
#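 Compounds are added to dye-loaded, induced HEK293 T-REx cells coupled to calcium release via D2; after a 3 min kinetic read an EC80 dopamine stimulus is given and fluorescence is recorded for 3 more min.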
# Starred values were filed as active, the others as inactive; ? = inconclusive; / = not tested or not shown.
SMILES,D2 PAM,D1 ag,D1 PAM,D1 antag,D2 ag,TRHR enhancer,RXFP1 ag,RXFP1 antagonist,D2 antag
COc1cc(/C=C2\C(=O)ON=C2c2ccccc2)cc(OC)c1OC,-8,2,-1,10,0.2,2,0.2%,-13,-24
Cc1ccc(N(C(=O)c2csnn2)C(C(=O)NC2CCCC2)c2ccncc2)c(C)c1 (stereo not given),-1,2,-6,2,-0.6,5,-4.2%,-12,-13
O=C(Cn1c(=O)n(-c2ccc(Cl)cc2)c(=O)c2sc3ccccc3c21)NC1CCCCC1,0,-1,-1,-11,0.9,2,27%,/,/
O=C(CCS(=O)(=O)c1ccc(Br)cc1)Nc1ccccc1Cl,-12,3,-3,5,0.8,1,0.3%,4,0
CCC(C)Sc1ccc([C@@H]2[C@H]3C(=O)N(CC)C(=O)[C@H]3[C@]3(C(=O)OC)CCCN23)cc1OC (stereo not given in full),-7,2,3,12,-1.2,-6,-0.1%,/,4
COc1ccc(CNC(=O)Cn2nc(C(F)(F)F)cc2C)cc1,6,3,3,4,-1.0,3,0.0%,-7,-5
Cc1cccc(OCC(=O)N/N=C/c2sc(=O)n(Cc3cccc(C(=O)O)c3)c2Cl)c1,9,2,-5,7,-0.3,-3,-0.2%,-3,-9
Cc1nnc2c(NCC(C)c3ccccc3)nc3ccccc3n12 (stereo not given),2,0,-7,3,0.5,-6,4.3%,3,27
CCOC(=O)C1=C(CN2CCN(C(=O)c3ccco3)CC2)NC(=O)NC1c1ccc(F)cc1 (stereo not given),15,0,3,7,0.0,-2,1.7%,-5,-23
Cc1ccc(CNC(=O)CN(C(=O)N2CCN(C)CC2)S(=O)(=O)c2ccc(C)cc2)cc1,-1,2,-2,-2,0.8,23,2.2%,-8,3
CC1=C(C(=O)O)N2C(=O)C(NC(=O)c3ccc(F)cc3)C2SC1 (stereo not given),13,1,-6,7,0.0,5,-0.8%,-15,-17
COc1ccc(N(Cc2cccs2)C(=O)COc2cc(C)c(Cl)c(C)c2)cc1,-3,18,0,-8,3.1,2,-1.8%,-69*,/

# (continued)
SMILES,D2 PAM,D1 ag,D1 PAM,D1 antag,D2 ag,TRHR enhancer,RXFP1 ag,RXFP1 antagonist,D2 antag
O=C(CCCCCCN1C(=O)c2ccccc2C1=O)NC1CCCCC1,-2,5,-12,10,1.4,-6,2.0%,-5,32*
O=C(CSc1nccn1-c1cccc(Cl)c1)NC1CCCC1,-10,2,-4,20,0.1,-3,1.5%,8,-29
CNC(=O)COc1ccc(S(=O)(=O)Nc2ccc(C)cc2)cc1,-1,4,3,11,0.7,-2,7.9%,-3,-7
CCc1ccc(NC(=O)N2CCC(N3CCN(Cc4ccc(C)cc4)C(=O)C3=O)CC2)cc1,/,0,0,-9,2.9,1,2.0%,-11,/
Cc1cc(N2CCOCC2)ccc1/C=C1\SC(=O)N(C(C)C)C1=O,-4,4,-6,-5,0.6,9,2.3%,3,-7
COc1ccc(-c2cc(C(=O)Nc3cc(C)on3)no2)cc1OC,3,3,-4,-4,0.4,-1,?,-13,-3
Cc1ccc(/C=c2\sc3nc(-c4cccnc4)nn3c2=O)cc1,4,1,-6,6,0.1,4,3.5%,3,-5
COc1ccc(CNC(=O)CSc2nc3ccsc3c(=O)n2Cc2ccccc2Cl)cc1,-9,7,3,9,1.1,-5,?,/,/
O=C(Nc1ccc(F)cc1F)c1sccc1SCc1cccc(C(F)(F)F)c1,10,5,-1,-9,-0.3,1,2.2%,2,9
CCn1cnc2cc(NCc3ccncc3)ccc21,/,0,0,-1,/,6,-3.4%,-17,/
O=C1C=C(NNC(=O)c2ccncc2)CC(c2ccccc2)C1 (stereo not given),2,30,0,21,4.6,4,1.9%,-4,-5
Nc1c(Cl)cc(NC(=O)c2ccccc2C(=O)O)cc1Br,0,3,-4,1,0.9,8,-0.2%,2,19

# (listing goes on)
SMILES,D2 PAM,D1 ag,D1 PAM,D1 antag,D2 ag,TRHR enhancer,RXFP1 ag,RXFP1 antagonist,D2 antag
O=C(N/N=C\c1ccc(S(=O)(=O)O)o1)c1ccc2c(c1)OCO2,0,1,-2,-14,0.2,-2,0.4%,4,0
O=c1cc(O)n(-c2ccc(Cl)cc2)c(=S)[nH]1,4,0,0,-10,0.7,-1,0.5%,-6,7
CCCCn1nc(NC(=O)CCC)c2cc3cc(OC)ccc3nc21,12,3,-4,12,-0.6,-1,0.8%,-11,2
Cc1ccc(NC(=O)CCn2cccn2)cc1Cl,3,2,-5,9,-0.3,5,0.5%,14,/
O=C(NNC(=O)c1ccco1)c1ccccc1,3,4,-4,-4,0.3,-2,-1.3%,21,2
CCc1ccc(C2c3c(-c4cc(C)ccc4O)n[nH]c3C(=O)N2Cc2cccnc2)cc1 (stereo not given),12,1,8,16,1.9,7,0.9%,-25,/
COc1ccccc1Cc1nc2ccccc2nc1SCC(=O)N1CCc2ccccc21,7,1,-2,4,0.9,-2,?,-5,/
CCOC(=O)c1cc(NC(=O)c2ccc(C)cc2)c(=O)oc1C(F)(F)F,0,7,-1,-17,1.5,-3,-0.5%,-3,5
COC(=O)Cc1c(O)ccn(Cc2cccc3ccccc23)c1=O,0,2,3,-2,-0.3,9,-0.3%,-9,-3
COc1cccc(CN2C(=O)C3(SCC(=O)N3c3cc(C)cc(C)c3)c3ccccc32)c1 (stereo not given),-1,6,-2,-19,-0.2,-2,-2.4%,/,/
O=C(COc1ccccc1)N1CCN(C(=O)c2ccc([N+](=O)[O-])cc2)CC1,1,1,-3,5,-0.4,16,-0.9%,-7,7
COc1cccc(CN2CCNC(=O)C2CC(=O)NCCN2CCOCC2)c1OC (stereo not given),-7,4,-2,3,-0.2,13,1.2%,-2,4

# In a second layout: results already given
canonical_smiles: Cc1nnc2c(NCC(C)c3ccccc3)nc3ccccc3n12 (stereo not given)
  D2 PAM: 2 | D1 ag: 0 | D1 PAM: -7 | D1 antag: 3 | D2 ag: 0.5 | TRHR enhancer: -6 | RXFP1 ag: 4.3% | RXFP1 antagonist: 3 | D2 antag: 27

canonical_smiles: COc1ccc(CNC(=O)Cn2nc(C(F)(F)F)cc2C)cc1
  D2 PAM: 6 | D1 ag: 3 | D1 PAM: 3 | D1 antag: 4 | D2 ag: -1.0 | TRHR enhancer: 3 | RXFP1 ag: 0.0% | RXFP1 antagonist: -7 | D2 antag: -5

canonical_smiles: COc1ccccc1Cc1nc2ccccc2nc1SCC(=O)N1CCc2ccccc21
  D2 PAM: 7 | D1 ag: 1 | D1 PAM: -2 | D1 antag: 4 | D2 ag: 0.9 | TRHR enhancer: -2 | RXFP1 ag: ? | RXFP1 antagonist: -5 | D2 antag: /

canonical_smiles: O=C(COc1ccccc1)N1CCN(C(=O)c2ccc([N+](=O)[O-])cc2)CC1
  D2 PAM: 1 | D1 ag: 1 | D1 PAM: -3 | D1 antag: 5 | D2 ag: -0.4 | TRHR enhancer: 16 | RXFP1 ag: -0.9% | RXFP1 antagonist: -7 | D2 antag: 7

# Whole records from above. Screens in order: D2 PAM	D1 ag	D1 PAM	D1 antag	D2 ag	TRHR enhancer	RXFP1 ag	RXFP1 antagonist	D2 antag
# COc1cccc(CN2C(=O)C3(SCC(=O)N3c3cc(C)cc(C)c3)c3ccccc32)c1 (stereo not given) across the screens: -1	6	-2	-19	-0.2	-2	-2.4%	/	/
# Cc1ccc(CNC(=O)CN(C(=O)N2CCN(C)CC2)S(=O)(=O)c2ccc(C)cc2)cc1 across the screens: -1	2	-2	-2	0.8	23	2.2%	-8	3

# (further entries)
# Value order – D2 PAM	D1 ag	D1 PAM	D1 antag	D2 ag	TRHR enhancer	RXFP1 ag	RXFP1 antagonist	D2 antag
> O=S(=O)(c1ccc(Cl)cc1)N1CCC2(CC1)OCCN2S(=O)(=O)c1cccs1
  7	14	1	0	0.5	11	-0.6%	-1	-9
> CCOC(=O)c1cccc(NC(=O)Cn2c(=O)nc(-c3ccccc3F)c3cc(Cl)ccc32)c1
  5	0	1	9	0.7	1	2.1%	12	/
> COc1cccc(OCCn2cc(C(C)=O)c3ccccc32)c1
  4	23	-1	-32*	-1.0	-9	0.3%	-5	-4
> CC(C(=O)NCC(=O)Nc1ccc(F)c(F)c1F)N1CCN(Cc2ccc(C#N)cc2)CC1 (stereo not given)
  1	1	-9	1	0.1	1	-1.5%	-7	3
> O=C(NCC1CCCO1)c1ccc(NS(=O)(=O)c2ccccc2)cc1 (stereo not given)
  -6	2	5	-3	-1.0	-10	-1.0%	-23	15
> CC(C)CCNC(=O)COc1ccc2c(c1)C(=O)CC(C)(C)O2
  -1	-1	2	-19	0.3	13	3.1%	-6	0
> CC(=O)c1cc(F)c(N2CCN(c3ccc([N+](=O)[O-])cc3F)CC2)cc1C
  9	6	-5	-15	-1.7	9	-0.8%	-2	-1
> COC(=O)c1ccc(C(=O)OC)c(NC(=O)/C=C/C(=O)O)c1
  -6	2	-11	-4	0.8	6	2.4%	-5	13
> CS(=O)(=O)N1N=C(c2ccco2)CC1c1ccc(Cl)cc1 (stereo not given)
  6	1	6	-5	-0.5	2	4.6%	5	-9
> CCCCOc1ccc(C2(C)NC(=O)N(C)C2=O)cc1 (stereo not given)
  -3	8	-2	-7	0.4	-3	-3.0%	3	-7
> Cc1nn(CC(=O)O)c(=O)c2ccccc12
  -3	0	4	-8	0.6	1	3.0%	2	14
> CCN1C(=O)/C(=C\N(C)C)S/C1=N\S(=O)(=O)c1ccc(C)cc1
  1	7	17	8	1.5	7	1.6%	-4	-17
> O=C(Nc1ccccc1F)Nc1cc(Cl)ccc1-n1cncn1
  -8	1	/	-1	-0.7	-3	3.5%	-1	-13
> CO/N=C(/CS(=O)(=O)Cc1ccccc1Cl)c1ccc(Cl)cc1Cl
  -7	8	0	-7	1.8	5	-1.2%	-10	43*
> Cc1ccc(-n2c(=O)c3c(cnn3C)n(CC(=O)Nc3cc(C)ccc3C)c2=O)cc1
  2	0	1	-11	-0.6	-2	0.8%	/	/

# The list is partial; the hit share may differ from the screen's.
